# Source: PubChem (Sanford-Burnham Center for Chemical Genomics)
# SENP8 inh: SENP8 (human) protease inhibition; Q96LD8; 0.64% of 360,000 active; recombinant SENP8, Nedd8 substrate fluorescence; AID 602440; inhibition, % at 20 µM; in the data active = inhibition mostly above about 40%, no sharp cut-off; inactive = mostly below about 27%
# Target sequence (Q96LD8 whole entry, looked up): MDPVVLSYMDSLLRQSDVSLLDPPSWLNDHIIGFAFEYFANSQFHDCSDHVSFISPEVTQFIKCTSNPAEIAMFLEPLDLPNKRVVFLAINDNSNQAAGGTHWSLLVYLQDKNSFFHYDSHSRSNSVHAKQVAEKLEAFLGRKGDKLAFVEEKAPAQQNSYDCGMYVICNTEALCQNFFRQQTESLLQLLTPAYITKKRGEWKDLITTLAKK
# MPTP block: inhibitors of mitochondrial permeability transition pore | isolated mouse mitochondria, Ca2+ swelling absorbance, 30 min | inhibition, % at 10 µM | 1.4% of 360,000 active | AID 602449;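 active = inhibition of 50% or more, scaled per plate between neutral and stimulator controls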;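 also: 0% = DMSO wells given calcium and 100% = 1 mM EGTA wells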
# The depositor's hits bear a star; i = inactive.
# Below each compound: SENP8 inh	MPTP block
- COc1ccc(C(C)NC(=O)C2CCN(CCOc3ccc(Cl)cc3Cl)CC2)cc1OC (configuration not stated)
    19.1	31.0
- CCCCn1nnnc1C(c1cc2ccccc2o1)N(C)Cc1ccc(Cl)cc1 (configuration not stated)
    1.8	0.4
- CCCNC(=O)C1(C)CCCN(C(=O)c2cccc(OC(C)=O)c2C)C1 (configuration not stated)
    10.2	1.3
- O=C1C(=Cc2cccc(Cl)c2)Cc2ccccc21
    5.7	0.7
- CC(=O)Nc1ccc(Nc2nccc(C)n2)cc1
    22.5	0.4
- N#CCCC1(CCC#N)c2ccccc2C(=O)c2ccccc21
    5.4	-1.5
- O=C(NC1CCCCC1)C(c1ccc(C(F)(F)F)cc1)n1c(=O)c(-c2ccco2)nc2ccccc21 (configuration not stated)
    -422.8	-1.7
- CCNC(=O)C1(C)CCN(C(=O)c2ccc(F)cc2Cl)C1 (configuration not stated)
    14.9	1.1
- CCOC(=O)C1=C[C@@H](C(C)(C)C)N(S(=O)(=O)c2ccc(C)cc2)[C@H]1c1cccc2ccccc12
    10.3	2.5
- CNc1cnc(-c2ccc(C(=O)N3CCOCC3)cc2)cn1
    -461.6	0.6
- Cn1ccc2c(-c3ccc(C(=O)O)cc3)cc3c(c21)C1CCC3C1 (configuration not stated)
    -353.2	0.3
- O=C1NC[C@@H](CCCCN2CCN(CCc3ccc(O)cc3)C(=O)C2=O)N(Cc2ccccc2)C1=O
    13.5	-1.0
- O=C(NCC1CC1)C1Cc2c(-c3ccc(Cl)cc3)ccnc2O1 (configuration not stated)
    22.1	0.2
- COc1ccc(/C=C/C(=O)c2c(O)cc(OC)cc2OC)cc1
    7.4	1.2
- O=C(Nc1ccc(Oc2ccccc2)cc1)c1ccc2sc([C@H]3C[C@H](O)[C@@H](CO)O3)nc2c1
    -11.6	0.9
- C[C@H](c1ccccc1)N1C[C@H](COCc2ccccc2)Oc2cc(N3CCC[C@H]3CO)ccc2S1(=O)=O
    -69.4	-1.5
- COc1ccc(-n2nnnc2C(c2cc3ccccc3o2)N2CCN(C/C=C/c3ccccc3)CC2)cc1 (configuration not stated)
    20.8	2.0
- Cc1cccc(C)c1C(O)c1ncc(-c2ccccc2F)[nH]1 (configuration not stated)
    20.1	0.7
- CC(=O)c1ccc(OC2(C)CCN(CCOc3ccc(C)cc3)C2)cc1 (configuration not stated)
    23.1	0.5
- COc1ccc(Cc2c(-c3ccccc3)nc3c(C)cc(Br)cn23)c(C)c1
    -69.7	0.5
- O=C(Nc1ccccc1Cl)c1cc(C2CCCN(C(=O)C3CCCCC3)C2)on1 (configuration not stated)
    9.2	-0.1
- Cc1ccc(S(=O)(=O)N2CC3C(=O)C[C@@H](c4ccccc4)N(S(=O)(=O)c4cccc(Cl)c4)C3CC2c2ccccc2)cc1 (some centres not stated)
    8.4	1.4
- CS(=O)(=O)Nc1cccc(NC(=O)C2Cc3c(-c4cccc(F)c4)ccnc3O2)c1 (configuration not stated)
    -1.1	1.3
- COCCNc1nc(NCc2cccc(OC)c2OC)c2sccc2n1
    -17.2	0.8
- CCOC(=O)C1=CCN(S(=O)(=O)c2ccccc2C)C1c1cccc(C)c1 (configuration not stated)
    3.4	0.0
- COc1cc(-c2cc(NC(C)=O)c3ncc(-c4ccc(C(C)=O)cc4)n3c2)cc(OC)c1OC
    i	1.2
- CCCC[C@@H]1Cc2[nH][nH]c(=O)c2[C@H](c2ccc3ccccc3c2)O1
    13.8	1.6
- CCNC(=O)C1(C)CCCN(CCOc2ccc(OC)cc2)C1 (configuration not stated)
    24.7	-0.7
- CCCC(=O)N1CCC1(C)C(=O)Nc1cc(OC)c(OC)c(OC)c1 (configuration not stated)
    19.1	0.1
- Cc1cccnc1C(NC(=O)C1CCN(CCCc2ccccc2)CC1)c1ccc(Cl)cc1 (configuration not stated)
    18.0	0.8
- CCc1nc2ccc(C(=O)Nc3cccc(NS(C)(=O)=O)c3)cn2c1N(C)C(=O)c1cccc(OC)c1
    -3.9	-1.6
- COc1ccc(NC(=O)C(c2ccncc2)n2c(=O)c(-c3cc4ccccc4[nH]3)nc3ccccc32)cc1 (configuration not stated)
    -410.9	4.2
- Cc1ccc(CN2CC(N3CCC(Cc4ccccc4)CC3)CS2(=O)=O)cc1 (configuration not stated)
    5.0	2.1
- O=C(CC[C@H]1O[C@@H](n2ccc(=O)[nH]c2=O)[C@H](O)[C@@H]1O)N[C@H](Cc1ccccc1)C(=O)NCc1ccc2c(c1)OCO2
    21.1	-1.1
- Cc1cc(Cl)ccc1-c1nc(NCCN(C)C)nc2ccsc12
    -494.8	1.8
- Cc1ccccc1Cn1c(C)c(C(=O)NCc2ccc(Cl)c(Cl)c2)sc1=O
    12.5	1.1
- CC1=C(C(=O)N(C)C)CC(CC(=O)NCc2cccs2)C(=O)N1Cc1ccc(C(C)(C)C)cc1 (configuration not stated)
    8.5	-1.1
- COc1cc(C(=O)C(=O)N2CCN(c3ccccc3)CC2)cc2ccccc12
    15.8	0.1
- CCOC1=C2CN(S(=O)(=O)c3ccc(C)cc3)C(c3ccccc3)CC2N(S(=O)(=O)c2ccc(C)cc2)C(c2ccc(Br)cc2)C1 (configuration not stated)
    10.7	4.0
- C=CCNc1ncnc2c1ncn2[C@H]1CN(CCc2ccccc2)C[C@@H](CO)O1
    3.3	0.5
- Cc1ccc(C2C=CC(C#N)=CN2Cc2ccccc2)cc1 (configuration not stated)
    -100.5	2.0
- CCCN(CCC)Cc1cc(=O)oc2ccc3ccccc3c12
    -73.7	0.5
- Cc1cc(C)cc(Cn2cc(CN3CC(N4CCCCC4)CS3(=O)=O)nn2)c1 (configuration not stated)
    3.5	1.2
- CCOC(=O)n1c2ccccc2c(=O)n1CCO
    3.7	-0.8
- Clc1ccc(-c2cnc3cccnn23)cc1
    -488.4	2.2
- CC1(C(=O)NS(=O)(=O)c2ccccc2)CCN1C(=O)CC1CC1 (configuration not stated)
    19.4	-1.5
- Cc1ccc(OCCN2CCC2(C)C(=O)Nc2ccc3c(c2)OCCO3)cc1 (configuration not stated)
    0.6	0.6
- C[C@@H](NC(=O)[C@@H]1CCCN1C(=O)[C@@H]1CCCN1C(=O)OC(C)(C)C)c1ccccc1
    12.2	-1.5
- CCCS(=O)(=O)NC(=O)C1(C)CCN(C(=O)c2ccc(OC)cc2)C1 (configuration not stated)
    16.9	-0.5
- Cc1cccc(C)c1-n1nnnc1C1(C)CCC(=O)N1Cc1ccc(F)cc1 (configuration not stated)
    17.1	-0.6

# (more compounds)
# Below each compound: SENP8 inh	MPTP block
- Cc1ccsc1C(=O)N1CCC1(C)C(=O)NS(=O)(=O)c1ccccc1C(F)(F)F (configuration not stated)
    10.2	0.0
- O=C(O)Cn1nncc1-c1ccc(C(F)(F)F)cc1
    20.7	-0.8
- Brc1ccc2nc(-c3ccco3)c(CC3CCCCC3)n2c1
    -25.9	-1.7
- COc1ccc(-c2cnc3c(NC(C)=O)cc(-c4ccc(S(C)(=O)=O)cc4)cn23)cc1OC
    -119.3	0.5
- COC(=O)C1=CN(c2ccc3c(c2)OCO3)C(N)=C(C#N)C1c1ccccc1 (configuration not stated)
    -56.5	-0.7
- O=c1[nH]c(=S)[nH]c2c1C(C1CCCCC1)OC(C1CCCCC1)C2 (configuration not stated)
    1.6	-0.9
- O=c1[nH]nc2c3ccccc3occ1-2
    22.0	8.9
- Cc1ccc(OCc2nnn(CC(=O)NS(=O)(=O)c3c(C)noc3C)c2-c2ccccc2)cc1
    8.2	1.5
- COc1ccccc1-c1sc2ccccc2c1-c1cnc(N2CCOCC2)nc1
    -61.1	1.6
- COCCNC(=O)C1CCCN(C(=O)c2ccc3c(c2)C(C)(C)CCC3(C)C)CC1 (configuration not stated)
    14.9	-0.3

# Grouped by structure: the compounds so far with a cyano group.
# Below each compound: SENP8 inh	MPTP block
- N#CCCC1(CCC#N)c2ccccc2C(=O)c2ccccc21
    5.4	-1.5
- Cc1ccc(C2C=CC(C#N)=CN2Cc2ccccc2)cc1 (configuration not stated)
    -100.5	2.0
- COC(=O)C1=CN(c2ccc3c(c2)OCO3)C(N)=C(C#N)C1c1ccccc1 (configuration not stated)
    -56.5	-0.7

# (further entries)
# Below each compound: SENP8 inh	MPTP block
- O=C(Nc1cccc(Cl)c1Cl)c1csc([C@@H]2O[C@H](CO)[C@H](O)[C@H](O)[C@H]2O)n1
    16.9	0.7
- Cc1cccc(C)c1NC(=O)C(CCc1ccccc1)N1CCN(C)CC1 (configuration not stated)
    18.6	0.4
- O=C(NCc1cccnc1)c1cc(C2CCCN(C(=O)C3CCCCC3)C2)on1 (configuration not stated)
    12.7	0.3
- CCOC(=O)[C@]12CCC=C1N(CCC1=CCCCC1)C(=O)[C@H](CC(=O)NCc1ccc(OC)c(OC)c1)C2
    6.1	-2.7
- CC(=O)Nc1cccc(-c2ccnc3c2CC(C)(C(=O)Nc2cccc(Oc4ccccc4)c2)O3)c1 (configuration not stated)
    7.3	0.4
- COc1ccc(CN2CCC2(C)C(=O)Nc2cnc3ccccc3c2)c2ccccc12 (configuration not stated)
    8.5	-0.8
- CC(=O)NC(C)(c1ccccc1)c1nc(-c2csc3ccccc23)cs1 (configuration not stated)
    5.1	-1.4
- O=C(Nc1cccc(C(F)(F)F)c1)c1csc([C@@H]2O[C@H](CO)[C@@H](O)[C@H]2O)n1
    0.2	0.8
- CCCS(=O)(=O)NC(=O)C1(C)CCCN(C(=O)c2ccc(F)cc2Cl)C1 (configuration not stated)
    9.7	-0.3
- O=C(Nc1ccc(N2CCOCC2)cc1)c1csc([C@@H]2C[C@H](O)[C@@H](CO)O2)n1
    10.4	0.5
- CCCC(=O)N1CCCC1(C)C(=O)NCc1ccc(SC)cc1 (configuration not stated)
    20.3	0.0
- CSCCC(C(=O)Nc1c(C)cccc1C)n1c(COc2ccc(C)cc2)nc2ccccc21 (configuration not stated)
    30.2	5.8
- CCCCCCCCN1C(=O)[C@H](CC(=O)NCCCOC)C[C@@]2(C(=O)OCC)CCCC=C12
    24.0	-1.3
- COCCN1C(=O)CCC1(C)C(=O)Nc1ccc2ccccc2c1 (configuration not stated)
    5.9	-0.2
- CCOC(=O)/C=C/c1cc(F)ccc1O
    -407.6	2.8
- Cc1cc(C)n2c(NC3CCCCC3)c(-c3ccccn3)nc2n1
    -68.4	-2.2
- CCCNC(=O)C1(C)CCN(Cc2cc3ccccc3o2)C1 (configuration not stated)
    10.5	-0.1
- CCOC(=O)C1=CCN(S(=O)(=O)c2ccccc2Cl)C1c1cccc(Cl)c1 (configuration not stated)
    14.2	-0.1
- COc1ccc(S(=O)(=O)NC(=O)C2(C)CCN2C(=O)Cc2ccccc2Cl)cc1OC (configuration not stated)
    14.0	-1.2
- COCCn1c(C(=O)N(C)C)cc2c1C[C@H]1CN(C(=O)c3ccccc3)[C@@](Cc3ccc(F)cc3)(C(=O)OC)[C@@H]21
    2.4	0.6
- NC(c1csc(Nc2ccc(C(=O)c3ccccc3)cc2)n1)C1CCCCC1 (configuration not stated)
    -448.3	2.7
- COC(=O)C1=CN(c2ccc(C(C)(C)C)cc2)C(N)=C(C#N)C1c1ccccc1F (configuration not stated)
    -113.1	-1.2
- CCCCCNC(=O)C(c1cc2ccccc2o1)n1c(=O)c(-c2cc3ccccc3[nH]2)nc2ccccc21 (configuration not stated)
    -442.0	2.8
- Cc1cc2nc(-c3cccc(Cl)c3)c(CC3CCCCC3)n2c(C)c1Br
    8.7	-0.2
- COC(=O)C1=CN(c2ccc(OC)cc2OC)C(N)=C(C#N)C1c1ccc(OC)cc1 (configuration not stated)
    -220.2	0.4
- Cc1cn([C@H]2C[C@H](O)[C@@H](CCC(=O)NCc3cccs3)O2)c(=O)[nH]c1=O
    9.1	-1.6
- Cc1ccc(S(=O)(=O)Nc2ccc(Nc3nccn4c(-c5ccccc5Oc5ccccc5)cnc34)cc2)cc1
    -84.7	0.0
- CCCS(=O)(=O)NC(=O)C1(C)CCN(C(=O)c2c(-c3ccccc3)noc2C)C1 (configuration not stated)
    16.3	-0.8
- O=C(Nc1ccc(Cl)cc1)C1Cc2c(-c3cccc(F)c3)ccnc2O1 (configuration not stated)
    18.7	3.1
- CC(C)[C@H](NC(=O)OC(C)(C)C)c1cc(C(=O)N2CCOCC2)c(N)s1
    6.7	0.2
- CC1(C(=O)Nc2ccc(F)cc2F)CCN1C(=O)Cc1ccccc1 (configuration not stated)
    7.9	0.6
- COc1ccc2cc3[n+](cc2c1O)CCc1cc2c(cc1-3)OCO2
    -190.0	0.4
- C=C(C)Cn1c2ccc(NC(=O)NCc3ccc(F)cc3)cc2c(=O)n1C
    -498.9	1.9
- Cn1ccc2c(N3CCOCC3)cc3c(c21)C1CCC3O1 (configuration not stated)
    23.9	0.1
- Oc1ccc(C[C@H]2CN([C@@H](Cc3ccc(O)cc3)CN3CCC[C@@H]3CN3C(=S)NC[C@@H]3Cc3ccccc3)C(=S)N2CC2CCCCCC2)cc1
    11.2	1.0
- CCNC(=O)C1(C)CCN(C(=O)c2cc(F)cc(F)c2)C1 (configuration not stated)
    24.1	-2.1
- c1ccc(CCNc2cc(-c3ccc4ccccc4c3)nc3ccnn23)nc1
    -482.7	-0.2
- NC(c1csc(Nc2cnccn2)n1)C1CCCCC1 (configuration not stated)
    -32.6	0.7
- OCCN1CCN(c2cc(-c3ccc(CO)cc3)nc3ccnn23)CC1
    i	-0.3
- CCCNC(=O)C1(C)CCCN(Cc2ccc(C(F)(F)F)cc2)C1 (configuration not stated)
    -0.7	-0.1
- O=C(NCc1ccccc1)C(C1CC1)n1c(Cc2cc(F)cc(F)c2)nc2ccccc21 (configuration not stated)
    7.7	-0.5
- COc1ccc(-c2cnc3c(NC(C)=O)cc(-c4cccc(NS(C)(=O)=O)c4)cn23)cc1OC
    -229.9	0.9
- Cc1ccc2nc(-c3ccc(F)cc3)c(Cc3ccccc3C(F)(F)F)n2c1
    -196.8	0.3
- O=C1NCCN1CCNc1nc(NCC2CC2)nc2cc(-c3ccccc3)sc12
    -251.5	-1.1

# Quoted from the listing.
# Cc1ccc2nc(-c3ccc(F)cc3)c(Cc3ccccc3C(F)(F)F)n2c1 – SENP8 inh: -196.8
# O=C(NCc1ccccc1)C(C1CC1)n1c(Cc2cc(F)cc(F)c2)nc2ccccc21 (configuration not stated) – SENP8 inh: 7.7

# The list is partial; the hit share may differ from the screen's.
